# QS inhibitor – S. aureus quorum sensing inhibition | S. aureus RN6390 RNAIII-GFP reporter, AIP-induced, flow cytometry 3 h | inhibition, % at 2 µM | 24,000 tested, 0.3% active;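 active means share of bacteria positive for the green fluorescent reporter and its mean brightness both inhibited by 50% or more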;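 further: 0% = AIP-stimulated control and 100% = unstimulated bacteria without AIP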
# QS inhibitor GFP MFI % – recorded beside QS inhibitor, whose call it bears; inhibition, %; measured here: inhibition of GFP MFI
# An asterisk follows results filed as active. These rows are one share of the data; the hit share may differ from the screen's.
# Screens in order – QS inhibitor	QS inhibitor GFP MFI %
COc1ccccc1S(=O)(=O)Cc1ccc(C(=O)N2CCN(c3cccc(Cl)c3)CC2)o1
    20	36
O=C1c2ccccc2C(=O)N1C/C=C/CN1C(=O)c2ccccc2C1=O
    0	4
COc1ccc(-c2cc(C(F)(F)F)nc(N3CCN(C)CC3)n2)cc1
    3	5
CCCCOc1ccc(C2C3CN(C(=O)OCC)CC=C3C(C#N)=C(N)C2(C#N)C#N)cc1OC (stereo not drawn)
    -1	-2
C=CCn1cc(C(=O)NCc2cccnc2)c(=O)c2cc(S(=O)(=O)N(CC)CC)ccc21
    -4	5
CCOc1ccc(C2N(c3ccc(OC)cc3)C(=O)C3CCCN32)cc1OC (stereo not drawn)
    -1	-3
COc1ccc(NC(=O)c2oc3ccccc3c2NC(=O)c2ccco2)c(OC)c1
    -1	8
Nc1cc(-c2cccc(F)c2)nn1S(=O)(=O)c1cccc2nsnc12
    0	19
COc1ccc2nc(SCC(=O)N3CCNC3=O)[nH]c2c1
    -2	-7
Cn1c(=O)[nH]c(=O)c2c1nc(CN1CCOCC1)n2CCCO
    -2	-10
S=c1[nH]ncn1-c1ccccn1
    0	7
Clc1ccc(OCc2nc(-c3ccncc3)no2)c(Br)c1
    0	12
Cc1ccc(C)n1CCN1CCN(CC(=O)Nc2cc(C(F)(F)F)ccc2Cl)CC1
    -6	-35
COc1ccc(C2C(C(=O)N3CCCC3)c3cc(OC)c(OC)cc3C(=O)N2C)cc1 (stereo not drawn)
    0	9
O=C(NCC(=O)N(c1cnc2ccccc2c1)C(C(=O)NC1CCCC1)c1ccncc1)c1ccco1 (stereo not drawn)
    -2	-22
CC(=O)c1c(O)cc(C)n(Nc2nc(C)cc(C)n2)c1=O
    -13	-22
CN(CC(=O)NCc1ccc(F)cc1)S(=O)(=O)c1cccc2nsnc12
    -4	-27
O=C(c1cccnc1)N1CCN(C(=O)c2ccccc2F)CC1
    0	2
CCOC(=O)c1[nH]c(C)c(C(=O)N2CCN(C(=O)c3ccco3)CC2)c1C
    -2	-8
O=C(NCc1ccco1)c1csc(Nc2ccccc2Cl)n1
    2	-5
CCOc1ccc(NS(=O)(=O)c2ccc3[nH]cc(C(=O)N(CC)CC)c(=O)c3c2)cc1
    0	9
CN(C)/C=C(\C#N)c1nc2ccccc2[nH]1
    -5	-16
C=CCOc1ccccc1/C=c1\sc2nc(=O)c(C)nn2c1=O
    -3	-5
Cc1nc2ccccc2c2oc(C(=O)NCC3COc4ccccc4O3)cc12 (stereo not drawn)
    7	15
Cc1nnc(SCC(=O)N2CCN(S(=O)(=O)c3ccccc3)CC2)[nH]c1=O
    -2	-8
COc1cccc(/C=N/n2c(C)nc3ccccc32)c1OC
    23	35
CC(=O)Nc1ccc2c(c1)nc(CCNC(=O)c1ccccc1)n2C
    0	-5
COc1ccc(-n2nnc3c(SCC(=O)OCc4ccccc4)ncnc32)cc1
    -4	-11
COc1cccc2c(=O)cc(C)n(CC(=O)Nc3ccc(C)c(C)c3)c12
    0	28
CCOC(=O)N1CCC(Nc2c(Nc3ccc(C)c(C)c3)c(=O)c2=O)CC1
    4	15

# 26 compounds out of the list, arranged by molecular weight, rising:
# Screens in order – QS inhibitor	QS inhibitor GFP MFI %
CN(C)/C=C(\C#N)c1nc2ccccc2[nH]1
    -5	-16
CC(=O)c1c(O)cc(C)n(Nc2nc(C)cc(C)n2)c1=O
    -13	-22
COc1cccc(/C=N/n2c(C)nc3ccccc32)c1OC
    23	35
COc1ccc2nc(SCC(=O)N3CCNC3=O)[nH]c2c1
    -2	-7
Cn1c(=O)[nH]c(=O)c2c1nc(CN1CCOCC1)n2CCCO
    -2	-10
C=CCOc1ccccc1/C=c1\sc2nc(=O)c(C)nn2c1=O
    -3	-5
O=C(NCc1ccco1)c1csc(Nc2ccccc2Cl)n1
    2	-5
CC(=O)Nc1ccc2c(c1)nc(CCNC(=O)c1ccccc1)n2C
    0	-5
O=C1c2ccccc2C(=O)N1C/C=C/CN1C(=O)c2ccccc2C1=O
    0	4
COc1cccc2c(=O)cc(C)n(CC(=O)Nc3ccc(C)c(C)c3)c12
    0	28
COc1ccc(-c2cc(C(F)(F)F)nc(N3CCN(C)CC3)n2)cc1
    3	5
Clc1ccc(OCc2nc(-c3ccncc3)no2)c(Br)c1
    0	12
CCOC(=O)N1CCC(Nc2c(Nc3ccc(C)c(C)c3)c(=O)c2=O)CC1
    4	15
CCOC(=O)c1[nH]c(C)c(C(=O)N2CCN(C(=O)c3ccco3)CC2)c1C
    -2	-8
Cc1nc2ccccc2c2oc(C(=O)NCC3COc4ccccc4O3)cc12 (stereo not drawn)
    7	15
Nc1cc(-c2cccc(F)c2)nn1S(=O)(=O)c1cccc2nsnc12
    0	19
CCOc1ccc(C2N(c3ccc(OC)cc3)C(=O)C3CCCN32)cc1OC (stereo not drawn)
    -1	-3
CN(CC(=O)NCc1ccc(F)cc1)S(=O)(=O)c1cccc2nsnc12
    -4	-27
COc1ccc(NC(=O)c2oc3ccccc3c2NC(=O)c2ccco2)c(OC)c1
    -1	8
COc1ccc(-n2nnc3c(SCC(=O)OCc4ccccc4)ncnc32)cc1
    -4	-11
Cc1ccc(C)n1CCN1CCN(CC(=O)Nc2cc(C(F)(F)F)ccc2Cl)CC1
    -6	-35
CCOc1ccc(NS(=O)(=O)c2ccc3[nH]cc(C(=O)N(CC)CC)c(=O)c3c2)cc1
    0	9
C=CCn1cc(C(=O)NCc2cccnc2)c(=O)c2cc(S(=O)(=O)N(CC)CC)ccc21
    -4	5
COc1ccccc1S(=O)(=O)Cc1ccc(C(=O)N2CCN(c3cccc(Cl)c3)CC2)o1
    20	36
CCCCOc1ccc(C2C3CN(C(=O)OCC)CC=C3C(C#N)=C(N)C2(C#N)C#N)cc1OC (stereo not drawn)
    -1	-2
O=C(NCC(=O)N(c1cnc2ccccc2c1)C(C(=O)NC1CCCC1)c1ccncc1)c1ccco1 (stereo not drawn)
    -2	-22

# (cont.)
# Screens in order – QS inhibitor	QS inhibitor GFP MFI %
COCCn1c(=S)[nH]c2cc(C(=O)NCCCN3CCOCC3)ccc2c1=O
    1	6
COc1ccccc1NCN1C(=O)CCC1=O
    -4	-3
COc1ccc(C2c3c(n[nH]c3C)CC(C)(O)C2C(C)=O)cc1OC (stereo not drawn)
    -2	0
Cc1ccc(-c2cn3cccnc3n2)cc1NC(=O)c1ccc(Br)o1
    6	23
O=C(Nc1ncnc2sc3c(c12)CCC3)c1ccco1
    -1	6
CCN(CC)C(=O)c1ccc(COc2ccccc2Br)o1
    0	0
CCOc1ccc(-n2c(Cc3cc(=O)[nH]c(=O)[nH]3)nnc2SCC(N)=O)cc1
    0	7
CC(=O)Nc1cn(C(C)=O)c(C)n1
    -3	-30
CN(C)c1cc(-c2ccccc2)nc(N)n1
    1	-8
O=C(Cn1nnc(-c2cccc(C(F)(F)F)c2)n1)NC(=O)NCc1ccco1
    2	8
O=C(Cn1ncc2c(=O)oc3ccccc3c21)NCC1COc2ccccc2O1 (stereo not drawn)
    -2	1
Cc1nc2ccc3nc(NC(=O)c4ccc(S(=O)(=O)N5CCOCC5)cc4)sc3c2s1
    -8	-6
COc1ccc(-n2c(SCC(=O)NCC3CCCO3)nc3n[nH]c(C)c3c2=N)cc1 (stereo not drawn)
    1	6
COc1cccc(C(=O)N2CCN=C2SCc2cccnc2)c1OC
    -2	-10
Cn1c(Cn2c(=O)sc3ccccc32)nnc1SCC(=O)NCc1ccccc1Cl
    1	12
CC(C)Cn1cc(C(=O)NCCCN2CCCC2=O)c2c3ccccc3n(C)c2c1=O
    -7	-9
CCOC(=O)c1sc(=N)n(-c2ccc(OC)cc2)c1C
    25	43
COc1ccccc1C(=O)NCCn1cc(SCC(=O)NCc2ccco2)c2ccccc21
    -1	-6
COc1nc(C#N)nc(N(C)C)n1
    -2	6
Cc1ccc(S(=O)(=O)N(C)c2ccc(OCC(=O)OCc3c(C)noc3C)cc2)cc1
    -1	-12
N#Cc1c(N)n(CCNC(=O)c2cccs2)c2nc3ccccc3nc12
    -2	6
CCOc1cc2[nH]c(=O)n(CCC(=O)NCCc3ccccc3)c(=O)c2cc1OCC
    0	7
CCOc1nc(-c2ccccc2O)nc2ccccc12
    -2	-10
O=C(COC(=O)c1ccccc1Oc1ccccc1)NC1CCS(=O)(=O)C1 (stereo not drawn)
    -4	-7
CCOC(=O)Cn1c(=O)oc2cc(S(=O)(=O)N3CCN(c4ccccn4)CC3)ccc21
    -1	4
Cc1onc(-c2ccccc2Cl)c1C(=O)N1CCN(c2cccc(Cl)c2)CC1
    0	1
COc1ccccc1-c1cc(C(=O)NCc2ccco2)no1
    1	8
CCOc1ccc2nc(SCC(=O)N3CCCCCC3)c(C#N)cc2c1
    0	-7
CCn1c(SCC(=O)Nc2ccc(Cl)cc2)nnc1C1CC1
    -2	14
CCCS(=O)(=O)N1CCC(C(=O)NCCCN(C)Cc2ccccc2)CC1
    -1	0
CCCOc1ccc(C(CC(=O)O)NC(=O)c2ccc3c(c2)OCO3)cc1 (stereo not drawn)
    5	12
CCOC(=O)N1CCN(C(=O)c2cc(-c3ccc(OCC)cc3)nc3ccccc23)CC1
    -2	11
COCCNC(=O)c1cc(-c2cccs2)on1
    0	1
COc1cccc(-c2cc(C(F)(F)F)nc(N3CCCCC3)n2)c1
    0	-8
CC(C)Cn1c(N)c(C(=O)COC(=O)c2ccc3c(c2)OCCO3)c(=O)n(C)c1=O
    -1	-21
CCc1ccccc1S(=O)(=O)Cc1ccc(C(=O)N2CCN(c3ccccn3)CC2)o1
    17	19
Cc1ccc(CS(=O)(=O)Cc2ccc(C(=O)NCc3cccnc3)o2)cc1
    5	26
CCN(CC)C(=O)c1cn(CC)c(=O)c2cc(OC)c(OC)cc12
    -1	-3
Cn1c(=O)c2c(nc(CN3CCc4ccccc4C3)n2Cc2cccc(Cl)c2)n(C)c1=O
    15	37

# Source: PubChem BioAssay (NMMLSC)
